Screens from PubChem BioAssay.
CHO parental Ca = ATP-evoked calcium signal inhibitors, parental CHO, primary screen, counter-screen for OX1R antagonist project, cell-based, fluorescence, Fluo-8 calcium dye; parental CHO-K1, ATP-induced calcium, Fluo-8 fluorescence; inhibition, % at 5.6 µM; 330,000 tested, 0.63% active;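 active means inhibition above that plate's mean sample inhibition plus 3 SD, cut at about 26% in these data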;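 further: 0% = ATP-challenged DMSO wells and 100% = DMSO wells without ATP; some compounds past the cut are filed as inactive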
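Measured by: calcium-sensitive Fluo-8 fluorescence / Test system: CHO parental line / Controls: ATP-challenged DMSO wells low, unchallenged DMSO wells high / Measure: % inhibition / Compound: single nominal dose of 5.6 µM per compound / Replicates: single well per compound, no replicates / Reagent: ATP as calcium-mobilizing challenge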
V1aR counter = agonists of human V1a receptor, primary screen, counter-screen for OXTR agonist project, fluorescence, CHO-V1R cells; Vasopressin V1a receptor (Homo sapiens), P37288; Fluo-8 calcium fluorescence, agonist mode; 0% DMSO, 100% 3 nM vasopressin; activation, % at 3 µM; 320,000 tested, 0.25% active; AID 2797, 2010;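 active means activation above the mean activation of all tested compounds plus 3 SD, per screening run, cut at about 20% in these data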;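 further: signal is peak over basal fluorescence ratio across a 100 second FLIPR read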
Target sequence (P37288 whole entry, looked up): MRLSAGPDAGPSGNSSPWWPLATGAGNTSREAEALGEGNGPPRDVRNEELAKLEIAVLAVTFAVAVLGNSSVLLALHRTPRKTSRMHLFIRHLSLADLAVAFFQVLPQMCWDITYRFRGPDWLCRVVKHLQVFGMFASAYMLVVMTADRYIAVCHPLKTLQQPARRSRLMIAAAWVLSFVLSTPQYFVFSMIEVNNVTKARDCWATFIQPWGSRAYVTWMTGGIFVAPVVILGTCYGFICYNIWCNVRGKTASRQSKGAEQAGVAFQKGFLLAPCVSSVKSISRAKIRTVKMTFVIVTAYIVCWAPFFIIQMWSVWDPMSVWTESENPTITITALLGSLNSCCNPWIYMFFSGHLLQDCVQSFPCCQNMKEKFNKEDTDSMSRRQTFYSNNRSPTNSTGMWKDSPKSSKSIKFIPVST
M1 ag = human M1 muscarinic receptor agonists, primary screen, Fluo-8 calcium fluorescence, CHO-K1 cells, HTS. 360,000 tested, 0.33% active. CHO-K1 hM1, agonist mode; 0% DMSO, 100% acetylcholine EC100. activation, % at 3 µM. Muscarinic acetylcholine receptor M1 (Homo sapiens), P11229;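 active means activation above the run's mean compound activation plus 3 SD, cut at about 16% in these data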;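 further: peak over basal fluorescence ratio within a 140 s kinetic read after compound addition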
M1 ag parental = counter-screen for M1 agonists: effect in parental CHO-K1 cells; Fluo-8 calcium fluorescence; scaled to maximal ATP response, vehicle zero; activation, % at 3 µM; 360,000 tested, 0.48% active; AID 602248, 2012; in the data active means activation above about 15%;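 further: untransfected CHO-K1 host cells lacking M1 receptor as counterscreen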
M1 PAM parental = nonselective calcium activators in parental CHO-K1 cells, primary screen, counter-screen for M1 PAM project, cell-based, Fluo-8 calcium fluorescence, full deck, 1536-well | ATP EC20; 0% at ATP EC20, 100% at ATP max | activation, % at 3 µM | 360,000 tested, 0.02% active;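 active means activation above the run cutoff, the mean activation of all test compounds plus 3 SD, cut at about 40% in these data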;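 further: peak over basal fluorescence ratio in a 140 s read after ATP addition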
TAAR1 agonist = human TAAR1 agonists, primary screen, Fluo-8 calcium fluorescence, CHO RD-HGA16 cells; Trace amine-associated receptor 1 (Homo sapiens), Q96RJ0; vehicle wells 0%, saturating PEA agonist 100%; 360,000 tested, 0.99% active; activation, % at 3 µM;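 active means activation above the mean activation of all test compounds in the run plus 3 SD, cut at about 38% in these data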
Target sequence (Q96RJ0 whole entry, looked up): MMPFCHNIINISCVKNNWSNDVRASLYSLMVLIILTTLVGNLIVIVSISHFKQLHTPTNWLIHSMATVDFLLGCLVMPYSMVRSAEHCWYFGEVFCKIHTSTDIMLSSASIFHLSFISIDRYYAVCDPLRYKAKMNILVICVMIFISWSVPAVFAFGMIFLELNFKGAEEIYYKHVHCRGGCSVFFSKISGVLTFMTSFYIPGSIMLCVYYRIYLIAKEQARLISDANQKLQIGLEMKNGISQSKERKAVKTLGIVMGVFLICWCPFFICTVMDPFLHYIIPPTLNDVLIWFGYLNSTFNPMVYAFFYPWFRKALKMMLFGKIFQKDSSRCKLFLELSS
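System: CHO-derived RD-HGA16 cells with stable Gα16 and human TAAR1 / Times: 17-24 h plating, Fluo-8 75 min 37 °C, 30 min RT / Technique: calcium-sensitive Fluo-8 signal, excitation 470-495, emission 515-575 nm / Measure: % activation relative to PEA EC100 response / Benchmarks: DMSO and PEA EC100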
OXTR potentiate = human OXTR potentiators, primary screen, fluorescence, CHO-OTR cells, Fluo-8 calcium. 320,000 tested, 0.061% active. activation, % at 3 µM. AID 2445, 2010. Fluo-8 calcium fluorescence, potentiator mode; 0% = oxytocin EC15, 100% = EC100. Oxytocin receptor (Homo sapiens), P30559;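 active means activation above that plate's cutoff, the mean activation of tested compounds plus 3 SD, cut at about 6.6% in these data, passing the limit was not always enough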;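 further: 100% uses oxytocin at 75 nM as the full agonist control; some results filed as inactive read as strong as hits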
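Assay system: CHO cell line stably expressing human OTR. Reagent: EC15 oxytocin agonist. Dosing: single dose, 3.0 µM nominal final compound concentration. Timing: compound 6 min at room temperature before oxytocin, 100 s read. Signal: kinetic Fluo-8 calcium fluorescence. Controls: oxytocin EC15 low and EC100 high.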
TAAR1 antag = human TAAR1 antagonists, primary screen, Fluo-8 calcium fluorescence, CHO RD-HGA16 cells. Trace amine-associated receptor 1 (Homo sapiens), Q96RJ0. antagonist. inhibition, % at 3 µM. 360,000 tested, 1.5% active;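 active means inhibition above a per-plate cutoff, the mean inhibition of test compounds on that plate plus 3 SD, cut at about 49% in these data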;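 further: 0% = DMSO plus EC80 beta-PEA response and 100% = DMSO alone without agonist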
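Test system – hTAAR1-expressing CHO RD-HGA16 cells, Gα16-coupled · Reagent – β-PEA at EC80 concentration, post-compound challenge · Compound dosing – 3 µM, single point · Timing – 140 s kinetic read after compound, 140 s after agonist · Detection – Fluo-8 intracellular calcium dye fluorescence, real-time kinetic reads · Control set – DMSO and EC80 PEA controls · Repeats – n of 1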
CHO-K1 Ca antag = M1 antagonist counterscreen hit in parental CHO-K1 cells. ATP-induced calcium, Fluo-8 fluorescence. AID 602250. 360,000 tested, 0.6% active. inhibition, % at 3 µM;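 active means inhibition above a per-plate cutoff, the plate's mean sample inhibition plus 3 SD, cut at about 24% in these data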;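 further: 0% = DMSO plus EC80 ATP and 100% = DMSO alone without ATP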
* marks the source's active call; other numbers are inactive results; . = not tested or not shown; & = joins results of further samples.

Preview:
1	CCOC(=O)c1c(-c2ccc(C)o2)csc1NC(=O)COC(=O)c1ccc(NC(N)=O)cc1
2	Cc1ccc(CCNC(=O)C2CCN(S(=O)(=O)c3cccc4nonc34)CC2)cc1
3	C[C@H](CO)N1C[C@H](C)[C@H](CN(C)C(=O)Nc2ccc3c(c2)OCCO3)OCc2cnnn2CCCC1=O
4	Cc1cccc(-n2c(C)c(-c3ccccc3)[nH]c2=S)c1

Screen / compound no.	1	2	3	4
CHO parental Ca	-15	-9	.	-3
V1aR counter	2.4	0.1	.	0.7
M1 ag	-1	1	6	-3
M1 ag parental	2.3	-0.3	0.8	3.1
M1 PAM parental	-3	18	6	19
TAAR1 agonist	6	6	0	4
OXTR potentiate	-15	-11	.	-12
TAAR1 antag	25	11	2	-3
CHO-K1 Ca antag	10	-7	-3	-8

The list itself, from the start:
1	CCOC(=O)c1c(-c2ccc(C)o2)csc1NC(=O)COC(=O)c1ccc(NC(N)=O)cc1
2	Cc1ccc(CCNC(=O)C2CCN(S(=O)(=O)c3cccc4nonc34)CC2)cc1
3	C[C@H](CO)N1C[C@H](C)[C@H](CN(C)C(=O)Nc2ccc3c(c2)OCCO3)OCc2cnnn2CCCC1=O
4	Cc1cccc(-n2c(C)c(-c3ccccc3)[nH]c2=S)c1
5	CCOC(=O)CNC(=O)CSc1ncnc2c1cnn2Cc1ccccc1
6	COCCNC(C(=O)Nc1cc(Cl)cc(Cl)c1)c1ccccc1 (configuration not stated)
7	O=C(CCCSc1nc2ccccc2c(=O)[nH]1)c1ccccc1
8	c1coc(Cn2c(SCc3nc4ccccc4[nH]3)nnc2-c2cccs2)c1
9	O=C(O)c1ncn(Cc2ccccc2)c1C(=O)O
10	CCNC(=O)/C(=C\c1ccc2c(c1)OCO2)NC(=O)c1ccc(Br)cc1

Screen / compound no.	1	2	3	4	5	6	7	8	9	10
CHO parental Ca	-15	-9	.	-3	-1	-18	-1	-16	2	-5
V1aR counter	2.4	0.1	.	0.7	1.8	0.0	1.9	1.3	0.0	0.3
M1 ag	-1	1	6	-3	-3	-4	-5	-1	-3	-4
M1 ag parental	2.3	-0.3	0.8	3.1	0.9	0.6	1.2	4.3	1.4	1.8
M1 PAM parental	-3	18	6	19	18	15	11	10	12	22
TAAR1 agonist	6	6	0	4	5	17	12	4	1	2
OXTR potentiate	-15	-11	.	-12	-9	-6	-8	-3	-5	-4
TAAR1 antag	25	11	2	-3	-22	0	10	-18	21	-4
CHO-K1 Ca antag	10	-7	-3	-8	-5	0	-2	-19	-1	-7

11	CC(=O)n1cc(Nc2ccc([N+](=O)[O-])cc2)c2ccccc21
12	N#CCc1nn(Cc2ccc(F)cc2)c(=O)c2ccccc12
13	CCOC(=O)c1c(NC(=O)COC(=O)c2ccc(NC(=O)CC#N)cc2)sc(C(=O)NC)c1C
14	CC1(C)CC(CC(=O)NC(=S)Nc2ccc([N+](=O)[O-])cc2)C(=O)O1 (configuration not stated)
15	Cc1cccn2c(CN(C)CCC3CCCCO3)c(C(=O)N3CCCCC3)nc12 (configuration not stated)
16	COc1cccc(C2c3c(oc4ccc(F)cc4c3=O)C(=O)N2CCCN2CCOCC2)c1 (configuration not stated)
17	C[C@@H]1CCCCO[C@H](CN(C)C(=O)Cc2ccccc2)[C@@H](C)CN([C@H](C)CO)C(=O)c2cc(NC(=O)Nc3ccccc3)ccc2O1
18	CCOc1ccc(NC(=O)CN(c2ccc(C)cc2)S(=O)(=O)c2c(C)nn(C)c2C)cc1
19	Cc1cc(C)n2cc(CSc3nc4ccccc4[nH]3)nc2n1
20	COc1cc(S(=O)(=O)N2CCN(C(=O)C3CC3)CC2)ccc1NC(C)=O

Screen / compound no.	11	12	13	14	15	16	17	18	19	20
CHO parental Ca	-23	-7	-13	-6	-11	-17	.	-25	-12	-12
V1aR counter	0.0	2.0	-0.7	-0.3	0.6	-1.0	.	0.7	1.9	1.1
M1 ag	-2	0	-1	-4	-6	-5	-8	-4	-5	-4
M1 ag parental	0.3	2.6	1.0	0.1	4.2	0.0	0.0	2.0	-0.1	0.1
M1 PAM parental	12	-6	-1	10	23	19	5	10	4	5
TAAR1 agonist	1	5	20	2	6	0	1	0	0	-1
OXTR potentiate	-2	-8	-5	-15	-6	-4	.	-12	-6	6
TAAR1 antag	18	6	11	10	1	10	-2	-17	0	14
CHO-K1 Ca antag	-9	-5	-16	0	-13	-8	-5	-3	-3	-11

21	COc1ccc(N(C(=O)c2cnccn2)C(C(=O)NC2CCCCC2)c2ccc(O)cc2)cc1 (configuration not stated)
22	Cn1cc([N+](=O)[O-])c(C(=O)Nc2cnn(Cc3ccc(F)cc3)c2)n1
23	CN(C)c1ccc(-c2nnn(CC(=O)Nc3ccccc3N3CCOCC3)n2)cc1
24	Cc1ccc(S(=O)(=O)N2CCCC2C(=O)OCc2nc3sc(C)c(C)c3c(=O)[nH]2)cc1 (configuration not stated)
25	CCOc1ccc2c(c1)n(CO)c(=S)n2CO
26	C=CCn1c(=NC(=O)c2cccs2)sc2cccc(OC)c21
27	O=c1oc2ccccc2c2c1nc(C(F)(F)F)n2-c1ccccc1
28	CC(C)(C)NC(=O)C(c1ccncc1)N(C(=O)CNC(=O)c1ccco1)c1ccc2c(c1)OCO2 (configuration not stated)
29	O=C(Nc1ccc2c(c1)nc1n2CCCCC1)c1cc(S(=O)(=O)N2CCOCC2)ccc1Cl
30	COc1ccc(N2CCN(C(=O)c3cc(C4CC4)nn3-c3ccccc3)CC2)cc1

Screen / compound no.	21	22	23	24	25	26	27	28	29	30
CHO parental Ca	0	-5	-16	-6	-3	12	-7	-1	-15	-12
V1aR counter	0.7	0.7	1.6	0.2	0.1	1.5	-1.1	-0.1	0.5	-0.5
M1 ag	-5	-4	-3	-6	-3	-5	0	-2	-5	-7
M1 ag parental	12	0.6	0.7	2.4	0.3	0.1	0.3	0.1	1.4	-0.6
M1 PAM parental	16	15	9	15	17	6	11	13	0	10
TAAR1 agonist	6	2	12	-3	1	0	2	0	3	-2
OXTR potentiate	-29	-3	-10	-6	2	-1	-4	-8	-15	-4
TAAR1 antag	17	-2	24	7	10	-11	18	4	31	-11
CHO-K1 Ca antag	1	-3	-14	2	-12	-9	-6	-9	7	-3

31	CCCCn1c(SCC(=O)c2ccc3c(c2)OCCO3)nnc1-c1ccoc1C
32	CCN(CC)C(=O)COc1ccc(/C=N/NC(=O)c2cc(-c3ccccc3OC)nc3ccccc23)cc1OC
33	O=c1[nH]c(Nc2ccccn2)cc2ccccc12
34	C=CCN=c1scc(-c2ccccc2)n1/N=C/c1ccccn1
35	COC(=O)c1ccccc1-n1cccc1C(=O)NP(=O)(N1CCOCC1)N1CCOCC1
36	CCCCn1c(N)c(N(CCC(C)C)C(=O)COC(=O)Cc2ccc(Cl)cc2)c(=O)[nH]c1=O
37	COc1ccccc1NC(=O)c1ccc(C(=O)c2ccccc2)o1
38	COCc1cc(NCc2ccc(Cl)cc2)nc(C)n1
39	CN(CCC#N)C(=O)COC(=O)c1ccc2c(c1)C(=O)N(C1CCCCC1)C2=O
40	Cc1ccc(C(=O)NCc2ccco2)cc1S(=O)(=O)Nc1cccc(Cl)c1

Screen / compound no.	31	32	33	34	35	36	37	38	39	40
CHO parental Ca	-10	-26	-8	-9	-2	.	-32	-14	-7	6
V1aR counter	0.6	0.8	-0.1	3.5	-0.1	.	6.5	5.9	6.0	-0.6
M1 ag	-4	-3	-4	-4&-7	-2	-3	-5	-1	0	-2
M1 ag parental	1.9	4.1	1.0	0.0&1.1	-0.5	0.1	0.5	7.3	1.1	0.7
M1 PAM parental	8	24	16	-1&10	-9	1	-12	11	1	10
TAAR1 agonist	3	7	14	4&-1	4	-2	-1	2	6	7
OXTR potentiate	-10	-1	6	-12	-7	.	-3	-12	-6	-4
TAAR1 antag	5	9	4	17&6	-2	-8	14	-18	-15	-4
CHO-K1 Ca antag	-11	-12	-17	4&-7	10	-7	-3	-7	-7	-1

41	CC1CC2C3CCC4=CC(=O)CCC4(C)C3CCC2(C)C1(O)C(=O)CO (configuration not stated)
42	CN(Cc1nc(-c2ccc(Cl)cc2)no1)C(=O)c1ccc2c(c1)OCO2
43	CCOC(=O)[C@H]1[C@H]2COc3ccc(OC)cc3[C@@H]2N2C(=O)CN(Cc3ccc(F)cc3)C(=O)[C@@]12C
44	CCOC(=O)c1c(C)[nH]c(C)c1C(=O)COC(=O)c1cc(OC)cc(OC)c1
45	COc1ccc(CN2CN(C3CCCC3)CSC2=S)cc1
46	CC(C)(C)[C@H]1CCC(=O)N([C@H](CSc2ccccc2)Cc2ccccc2)CC1
47	O=C(Cn1c(=O)[nH]c2ccsc2c1=O)NC1CCCCCC1
48	COc1ccc(-c2csc(C(O)c3cccc(Cl)c3)n2)cn1 (configuration not stated)
49	O=C(CCNC(=O)c1ccccc1Cl)NCCC1=CCCCC1
50	Cc1ccc(SCCC(=O)Nc2c(C)n(C)n(-c3ccccc3)c2=O)cc1
51	O=c1[nH]cnc2c1C(c1ccccc1)c1c(nc[nH]c1=O)O2

Screen / compound no.	41	42	43	44	45	46	47	48	49	50	51
CHO parental Ca	.	20	-10	8	-12	-14	-11	.	-4	8	.
V1aR counter	.	2.0	-0.3	-0.4	-0.5	0.6	2.5	.	-0.7	-0.6	.
M1 ag	0	1	-13	-4	-4	-1	-3	-4	-2	-3	-2
M1 ag parental	0.5	6.3	1.6	1.2	0.6	-0.6	0.2	0.3	-0.3	0.1	1.5
M1 PAM parental	6	0	13	-16	-3	-14	10	-7	-10	18	19
TAAR1 agonist	2	.	6	3	-2	2	-1	1	1	14	0
OXTR potentiate	.	-14	-2	-6	-19	-8	0	.	-7	-8	.
TAAR1 antag	-15	.	-1	6	-7	42	12	-1	-19	-11	-8
CHO-K1 Ca antag	-8	5	-11	11	-1	4	-3	2	10	-10	-7
